BoNT F protease: blocks Botulinum neurotoxin F light chain protease; Multiplex microsphere protease cleavage assay, flow cytometry; inhibition, % at 10 µM; actives 0.22% (n = 360,000); in the data active = inhibition above about 35%, passing the limit was not always enough; inconclusive = no clear call, values can overlap the other calls; also: plate controls were buffer without enzyme for full effect and enzyme alone for no effect
CCHF vOTU inh: CCHFV vOTU protease inhibition | Pep-AMC fluorescence | inhibition, % at 11.5 µM | actives 0.55% (n = 370,000); in the data active = inhibition above about 30%; also: 0% = vehicle wells with enzyme and 100% = no enzyme wells
PriA SSB inh: K. pneumoniae PriA-SSBct interaction inhibition | actives 0.6% (n = 430,000) | AlphaScreen SSBct-PriA binding, biotinylated peptide | AID 1272365 | inhibition, % at 33 µM; in the data active = inhibition mostly above about 37%, no sharp cut-off; inactive = mostly below about 20%;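 also: plate controls were negative control peptide for no effect and reference peptide for full effect; strong numbers were not always called active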
MazF activator: MazEF (E. coli) toxin RNase activation. AID 504720. FAM/BHQ RNA-DNA oligo cleavage fluorescence, 5 h. actives 0.32% (n = 350,000). P0AE70. activation, % at 20 µM; in the data active = activation above about 50%
Target sequence (P0AE70 whole entry, looked up): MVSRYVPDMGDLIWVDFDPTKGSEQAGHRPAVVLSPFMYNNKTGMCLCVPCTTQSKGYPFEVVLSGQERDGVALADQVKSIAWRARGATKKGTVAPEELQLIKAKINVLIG
DUSP3 inh: blocks human VHR1 dual specificity phosphatase. P51452. recombinant VHR phosphatase, pNPP absorbance. inhibition, % at 13.3 µM. actives 0.52% (n = 290,000). AID 1654; in the data active = inhibition above about 50%; also: some compounds called inactive have numbers as strong as hits
BoNT A protease: BoNT A light chain protease inhibition | multiplex microsphere protease substrate cleavage, flow cytometry | inhibition, % at 10 µM | actives 0.17% (n = 360,000) | AID 588499; also: plate controls were buffer without enzyme for full effect and enzyme alone for no effect
3CLpro inhibitor: SARS-CoV 3CLpro protease inhibition. AID 1706. actives 0.14% (n = 290,000). recombinant SARS-CoV 3CLpro, quenched FRET peptide cleavage. inhibition, % at 6 µM; in the data active = inhibition above about 12%
Rv3671c inh: Rv3671c (M. tuberculosis) protease inhibition. P9WHR9. AID 2606. actives 0.048% (n = 320,000). inhibition, % at 5.96 µM; in the data active = inhibition above about 38%;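 also: extracellular domain of Rv3671c used as enzyme; 0% = enzyme with DMSO and 100% = no enzyme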
Anthrax LF inh2: inhibitors of Bacillus anthracis lethal factor protease | inhibition, % at 10 µM | actives 0.12% (n = 360,000) | P15917 | multiplex microsphere protease cleavage assay, LF; also: plate controls were buffer without enzyme for full effect and enzyme alone for no effect
Target sequence (P15917 whole entry, looked up): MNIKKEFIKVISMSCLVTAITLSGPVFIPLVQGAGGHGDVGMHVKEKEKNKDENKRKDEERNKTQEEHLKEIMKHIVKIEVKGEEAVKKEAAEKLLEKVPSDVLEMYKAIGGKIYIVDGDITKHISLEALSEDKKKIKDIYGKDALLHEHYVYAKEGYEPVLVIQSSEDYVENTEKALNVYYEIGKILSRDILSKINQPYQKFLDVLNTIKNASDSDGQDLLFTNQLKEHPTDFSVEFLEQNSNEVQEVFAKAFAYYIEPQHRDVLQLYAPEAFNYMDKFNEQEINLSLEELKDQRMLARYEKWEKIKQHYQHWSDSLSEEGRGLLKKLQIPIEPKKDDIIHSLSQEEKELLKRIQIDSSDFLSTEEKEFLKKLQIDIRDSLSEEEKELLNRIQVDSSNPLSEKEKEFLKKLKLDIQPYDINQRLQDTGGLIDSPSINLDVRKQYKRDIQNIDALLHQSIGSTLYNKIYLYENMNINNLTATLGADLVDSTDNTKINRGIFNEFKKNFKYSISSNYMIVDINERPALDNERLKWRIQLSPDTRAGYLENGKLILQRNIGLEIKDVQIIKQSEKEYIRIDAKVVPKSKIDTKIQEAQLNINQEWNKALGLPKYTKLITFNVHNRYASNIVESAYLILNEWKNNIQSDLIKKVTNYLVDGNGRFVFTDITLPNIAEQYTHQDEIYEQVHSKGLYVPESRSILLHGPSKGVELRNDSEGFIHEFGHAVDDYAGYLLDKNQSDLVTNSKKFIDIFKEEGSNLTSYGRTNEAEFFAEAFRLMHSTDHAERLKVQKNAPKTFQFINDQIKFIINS
PrPC surface inh: cell surface PrPC inhibition, primary TR-FRET screen; actives 0.43% (n = 370,000); inhibition, % at 13.8 µM; TR-FRET read-out; P04156; in the data active = inhibition above about 24%; also: 0% = median of the test wells and 100% = reference compound wells
Numbers without * were called inactive; i = inactive; u = inconclusive; x = no result given; & = joins results of further samples. Rule as the data show it, unless noted: active = inhibition above about 30%; inconclusive = no clear call, values can overlap the other calls; inactive = below that.

Preview:
Every second line gives: PriA SSB inh	BoNT A protease	DUSP3 inh	CCHF vOTU inh	BoNT F protease	Rv3671c inh	Anthrax LF inh2	PrPC surface inh	MazF activator	3CLpro inhibitor
COc1cccc(C(=O)N2CCN=C2SCc2cccnc2)c1OC
  -19&-14	-1.3	4	-5	-6	-10	-6	-1	5	0
O=C(COC(=O)c1ccccc1NC(=O)C1CC1)c1ccc2c(c1)OCCO2
  x	x	-4	-2	x	-2	x	6	x	8

The whole of this part, from the first entry:
Every second line gives: PriA SSB inh	BoNT A protease	DUSP3 inh	CCHF vOTU inh	BoNT F protease	Rv3671c inh	Anthrax LF inh2	PrPC surface inh	MazF activator	3CLpro inhibitor
COc1cccc(C(=O)N2CCN=C2SCc2cccnc2)c1OC
  -19&-14	-1.3	4	-5	-6	-10	-6	-1	5	0
O=C(COC(=O)c1ccccc1NC(=O)C1CC1)c1ccc2c(c1)OCCO2
  x	x	-4	-2	x	-2	x	6	x	8
Cc1ccc(-c2nnn(CC(=O)NC3CC4CCC3C4)n2)cc1 (centres undefined)
  -18	x	-17	10	x	-2	x	-1	1	5
O=C(CNC(=O)c1ccco1)N/N=C/c1cc(Br)ccc1O
  x	-2.0	5	1	14	3	1	-2	-3	-2
CC(=O)N1N=C(c2cccs2)CC1c1ccc(C)o1 (centres undefined)
  10	-0.3	7	6	-5	0	-2	-5	-5	0
CC[C@H](C)Cc1cn([C@@H](CCCCN)C(=O)NCCCCCCCCCCC(=O)N2CCNCC2)nn1
  -6	0.0	x	-1	-30	2	-9	-7	14	x
Cc1cc(/C=C2\SC(=S)NC2=O)c(C)n1-c1ccccc1
  12	x	12	9	x	-2	x	-6	15	-2
O=C(NCc1cccc(C(F)(F)F)c1)c1csc(COCCO)n1
  x	0.9	x	-1	-6	x	-8	-4	x	x
CNC(=O)/C=C/c1cccc(C(F)(F)F)c1
  -4&-5	4.0	30	11	40*	-5	2	-3	0	1
Cn1nnc(NC(=S)NC(=O)/C=C/c2ccco2)n1
  -6	-0.5	-40	-6	8	5	-2	-6	5	-2
Cc1ccc(C(=O)COC(=O)c2nc3nccc(C)n3n2)c(C)c1
  -11	0.3	x	3	0	-6	-2	-5	4	x
O=C(c1cc(-c2ccccc2)nn1-c1ccccc1)N1CCN(S(=O)(=O)c2cccc(F)c2)CC1
  -7	-3.9	x	-3	3	0	2	-4	3	x
CCOC(=O)C1=C(C)NC(SCC(=O)Nc2cc(C)on2)=C(C#N)C1c1cccs1 (centres undefined)
  -12	0.4	8	-6	-5	-11	2	-3	0	-2
CCOC(=O)c1c(S(=O)(=O)N2CCN(c3ccc(C(C)=O)cc3)CC2)c(C)n(C)c1C
  -2	-2.0	24	18	-1	-1	-3	-2	-3	-3
Cc1ccc(N(CC(=O)Nc2cccc(Cl)c2C)S(C)(=O)=O)cc1
  -1	-2.2	13	-6	-24	-2	-7	9	3	2
CC(C)(C)C(=O)NC(=S)NCCc1ccccc1
  -1	0.1	12	11	-3	5	2	-6	4	-1
O=C1Nc2ccccc2C1=Nc1ccc(F)cc1
  6	-1.4	74	x	16	-5	4	x	15	-3
COCCC(=O)NC1CCCc2c1cnn2-c1cccc(C)c1C (centres undefined)
  -1	-1.3	-18	-14	18	-8	-6	2	-1	1
COc1ccc(-n2c(SCC(=O)NCC3CCCO3)nc3n[nH]c(C)c3c2=N)cc1 (centres undefined)
  5	-0.1	19	0	7	2	0	-4	13	1
O=C(NCCCN1CCOCC1)c1ccc2c(=O)n(CCc3ccccc3)c(=O)[nH]c2c1
  2	0.8	20	-7	16	-6	4	-5	12	0

Nothing new here: entries from further up.
Every second line gives: PriA SSB inh	BoNT A protease	DUSP3 inh	CCHF vOTU inh	BoNT F protease	Rv3671c inh	Anthrax LF inh2	PrPC surface inh	MazF activator	3CLpro inhibitor
COCCC(=O)NC1CCCc2c1cnn2-c1cccc(C)c1C (centres undefined)
  -1	-1.3	-18	-14	18	-8	-6	2	-1	1
COc1ccc(-n2c(SCC(=O)NCC3CCCO3)nc3n[nH]c(C)c3c2=N)cc1 (centres undefined)
  5	-0.1	19	0	7	2	0	-4	13	1
O=C(NCCCN1CCOCC1)c1ccc2c(=O)n(CCc3ccccc3)c(=O)[nH]c2c1
  2	0.8	20	-7	16	-6	4	-5	12	0

More compounds follow.
Every second line gives: PriA SSB inh	BoNT A protease	DUSP3 inh	CCHF vOTU inh	BoNT F protease	Rv3671c inh	Anthrax LF inh2	PrPC surface inh	MazF activator	3CLpro inhibitor
C[C@@H]1CN([C@@H](C)CO)C(=O)CCCn2cc(nn2)CO[C@H]1CN(C)C(=O)OCc1ccccc1
  x	-0.1	x	5	1	x	4	1	-7	x
Cc1cnc(C(=O)Nc2ccc3c(c2)CCC3)cn1
  -11	1.9	-4	15	1	-2	2	-7	3	-4
Cc1cccc(CNC(=O)c2ccc3c(c2)N(C)CCS3)c1
  4	-1.2	49	-81	-5	0	-5	19	2	-3
COC(=O)c1ccc(-c2ccco2)n1Cc1cc(C)ccc1C
  -1	-0.9	19	-8	4	0	-1	-2	-4	3
COc1ccc(OC(C)C(=O)NC2CC(C)(C)NC(C)(C)C2)cc1 (centres undefined)
  -4	-0.3	0	6	-1	4	-6	1	3	-1
CC1(C(=O)NCc2ccco2)Cc2c(-c3ccccc3)ccnc2O1 (centres undefined)
  x	-0.2	x	2	-2	x	2	4	x	x
Cc1cccc(NC(=S)N2CCN(C(=O)c3ccco3)CC2)c1
  -1	1.0	10	2	2	-3	1	-6	-2	5
CC1Cc2ccccc2N1S(=O)(=O)c1cccc(C(=O)NCCCn2ccnc2)c1 (centres undefined)
  9	-0.3	-13	-4	-3	12	-12	6	9	2
CC(Sc1nnc(NC2CC2)s1)C(=O)Nc1ccc(N2CCOCC2)cc1 (centres undefined)
  -6	3.0	x	9	0	x	-8	-2	-1	x
Cc1ccsc1C(=O)OCC(=O)Nc1nnc(-c2ccccc2)o1
  11	x	x	-4	x	0	x	-4	-3	x
CCCCc1ccc(NC(=S)Nc2ccc(Nc3ccc(OC)cc3)cc2)cc1
  84*	-0.9	-13	4	-11	25	-5	-3	10	2
CCOC(=O)C1CCCN(S(=O)(=O)c2cc3c4c(c2)CCC(=O)N4CCC3)C1 (centres undefined)
  13	1.1	x	-3	14	6	2	4	0	x
O=C(NCc1ccccc1)C1CCCN1S(=O)(=O)c1ccc(Cl)cc1 (centres undefined)
  0	-0.6	-2	-14	7	2	-3	4	4	0
CCn1c(C)c(C(C)=O)c(N2CCN(c3ccc(OC)cc3)CC2)nc1=S
  10	6.6	36	-2	-53	0	-4	-11	13	-2
CCn1cc(NC(=O)Nc2ccccc2C(=O)OC)c(C(N)=O)n1
  -1	0.1	9	4	13	4	-2	-2	-3	-4
NC(=O)c1sc2nc(-c3ccccc3)c3c(c2c1N)CCCC3
  -7	-0.7	-1	-7	-5	4	-3	-11	9	-1
O=C(NC1=NCCS1)c1ccc(Cl)c(Cl)c1
  0	-0.6	36	-12	-30	-7	-1	12	8	3
Cc1[nH]nc2c1C(c1ccccc1F)CC(=O)N2 (centres undefined)
  1	-0.1	5	0	-1	-3	0	2	5	-2
O=C(COc1ccccc1)NC(Cc1c[nH]c2ccccc12)C(=O)O (centres undefined)
  -8	0.5	21	18	0	1	-5	9	-1	1
COc1ccc(C2CC(c3cccs3)=NN2C(=O)CCC(=O)O)cc1OC (centres undefined)
  -8	-0.1	11	-4	4	2	-10	-1	3	3
c1ccc(CN=C2CCCc3ccccc3N2)cc1
  x	-0.3	x	-9	2	x	-7	-2	-4	x
C[C@H](CO)N1C[C@H](C)[C@@H](CN(C)Cc2ccc(-c3ccccc3)cc2)Oc2c(NS(=O)(=O)c3cccs3)cccc2C1=O
  10	0.2	x	4	1	-7	-2	-6	-1	x
O=C(O)CC1(CC(=O)Nc2ccc3ccccc3c2)CCCCC1
  -11	0.4	19	6	u	7	-1	9	0	9
CS(=O)(=O)N(Cc1ccc(F)cc1)Cc1nc2ccccc2c(=O)[nH]1
  -6	0.2	13	4	-3	-9	1	-2	7	-2
Cc1noc(C(=O)Nc2ccc(C#N)cc2)c1Cl
  -3	-1.6	9	-5	10	x	-4	7	0	-6
CCN(CC)CCNC(=O)C1c2cc(OC)c(OC)cc2C(=O)N(C)C1c1cccs1 (centres undefined)
  -15	-1.8	-4	10	-5	6	-5	-2	4	2
CC1=CCn2c(=O)c3ccccc3c(=O)n2C1
  -32	0.0	14	5	-2	-8	0	9	6	5
NS(=O)(=O)c1ccc(CCNc2ccnc3cc(Cl)ccc23)cc1
  -12	0.3	7	6	8	-2	-8	3	7	-2
O=C(CNC(=O)c1ccccc1F)OCn1nnc2ccccc2c1=O
  1	0.3	x	-5	5	7	-6	-3	6	x
Cc1cc(NC(=O)CSc2nnc(CNC(=O)c3ccccc3)o2)no1
  -6	-0.1	-9	3	8	-9	2	3	-16	-1
O=C(NNC(=O)c1ccc(Br)o1)c1ccc(NC(=O)c2ccccc2)cc1
  2	-0.4	13	3	-1	-6	1	-14	14	3
Cc1cccnc1NC(=S)Nc1ccc(Cl)c(Cl)c1
  -11	-0.3	48	-10	-6	-7	-6	-3	0	2
COCCn1c(SC2CCCCC2=O)nnc1-c1ccncc1 (centres undefined)
  -3	0.3	9	-9	-6	1	-3	-1	-2	-2
OC1COCOC1C(O)C1OCOCC1O (centres undefined)
  -7	0.3	x	-10	-1	x	5	4	1	x
COc1cccc(/C=N/NC(=O)c2ccccc2NC(=O)c2ccco2)c1OC
  i	-0.5	13	-8	0	-4	-10	-2	0	6
O=C(NC(=S)Nc1ccccc1)c1csnn1
  -15	3.2	3	-14	27	2	-2	-1	1	-2
O=C(c1ccc2c3n(nc2c1)-c1ccc(Cl)cc1CO3)N1CCOCC1
  -3	-0.3	0	-3	1	-1	-2	-12	-1	x
N=C1/C(=C\c2ccc(OC(=O)c3ccc(F)cc3)cc2)C(=O)N=C2SC(N3CCOCC3)=NN12
  -4	-0.7	5	7	-5	4	-1	-5	10	4
O=C(Nc1ccccc1)/C(=C\c1ccccc1)NC(=O)c1ccco1
  -9	-0.5	-1	4	-16	7	-7	6	3	9
O=C(COC(=O)CNS(=O)(=O)c1cc(C(F)(F)F)ccc1Cl)NC1CC1
  1	0.3	x	4	0	0	2	-4	4	x
CCN(CCc1ccccc1)c1ccc2c(c1)C1CC2CCN1C(=O)OCc1ccccc1 (centres undefined)
  -6	-1.2	x	6	-12	x	-6	-1	-2	x
CCCCN(C(=O)c1ccc(-n2nc(C)cc2C)cc1)c1c(N)n(CCC)c(=O)[nH]c1=O
  -4	-1.6	x	7	-9	x	-2	0	0	x
CC1(C)CC(=O)C(C=NCCN2CCN(C3CC(=O)N(c4ccc(Br)cc4)C3=O)CC2)=C(O)C1 (centres undefined)
  -18	0.7	21	-17	0	9	-5	1	12	9
Cc1cc(C(=O)N2CCC(Cc3ccccc3)CC2)no1
  -3	-2.6	24	-5	-11	-5	-4	3	2	-1
CC(=O)c1sc(NC(=O)c2ccc(C(C)(C)C)cc2)nc1C
  0	-0.1	8	-4	-1	-9	-10	7	2	5
COc1ccc(NC(=O)Cc2c(F)cccc2Cl)cc1
  -8	0.1	20	1	4	-7	2	4	10	3
N#C/C(C(N)=O)=C1/CCc2ccccc2N1
  -4	0.0	-2	-2	8	-6	3	0	3	2
Cc1ccc(/C=C(\C#N)c2nc3ccccc3[nH]2)s1
  -3	2.4	30	-1	10	-20	0	-12	-2	-9
CC(C)(C)NCC(O)COc1ccccc1C(=O)CCc1ccccc1 (centres undefined)
  -10	-0.5	43	-4	-6	0	-6	-1	7	-1
Cc1cc(OCC(=O)NCC(c2cccs2)N2CCOCC2)ccc1C(C)C (centres undefined)
  1	-2.2	x	8	1	0	-6	2	-2	x
CC1(C)Cc2ccccc2C(Nn2cnnc2)=N1
  -13	-0.2	25	0	-1	2	2	-1	8	0
O=C(COC(=O)c1ccc(Br)o1)Nc1cccc(S(=O)(=O)N2CCOCC2)c1
  3	-0.4	x	10	-2	-2	-8	2	1	x
CSc1ccc(-c2cccc([N+](=O)[O-])c2)nn1
  -9&-2	-2.3	12	3	-9	6	-4	-32	11	-3

Some of the compounds tested, so the mix of outcomes need not match the whole.
